West Nile virus CPE: West Nile virus antiviral activity, cell-based, CPE readout (AID 1621); CPE inhibition, % at 10 µM; hits with a dose series show IC50 in µM; actives 0.02% (n = 290,000); West Nile virus-infected cells, CPE inhibition; higher % means a stronger effect; in the data active = a potency from the dose series; note: strong numbers were not always called active
GPR55 antagonists: inhibition of LPI-stimulated GPR55 beta-arrestin translocation – imaging, U2OS, beta-arrestin-GFP, LPI agonist, primary screen (AID 2013). U2OS GPR55 beta-arrestin-GFP translocation imaging, LPI antagonism; higher % means a stronger effect. one-dose inhibition, % at 10 µM; IC50 in µM for titrated hits. actives 0.13% (n = 290,000);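 active = spots per cell inhibited over 60%, with over 100 cells counted and total cytoplasm intensity under 500,000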;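 note: U2OS cells stably carrying GPR55 and arrestin-GFP stimulated by 5 µM LPI near EC80; imaged beta-arrestin-GFP aggregate spots per cell after agonist stimulation; plate controls were LPI-stimulated DMSO wells for no effect and DMSO wells without LPI for full effect; some results filed as inactive read as strong as hits; confirmed hits need IC50 under 10 µM and bright autofluorescent wells are also inconclusive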
NTR1 ag: agonists of NTR1, primary screen, imaging, U2OS cells, beta-arrestin-GFP, high content (AID 493036) | activation, % at 20 µM | NTR1-U2OS beta-arrestin-GFP spot imaging, agonist mode | P30989 | actives 0.17% (n = 330,000);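 active = activation at or above 40% of the spot to cytoplasm intensity ratio, with at least 20 cells analyzed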;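 note: 0% = DMSO without peptide and 100% = 100 nM NTR1 peptide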
Target sequence (P30989 whole entry, looked up): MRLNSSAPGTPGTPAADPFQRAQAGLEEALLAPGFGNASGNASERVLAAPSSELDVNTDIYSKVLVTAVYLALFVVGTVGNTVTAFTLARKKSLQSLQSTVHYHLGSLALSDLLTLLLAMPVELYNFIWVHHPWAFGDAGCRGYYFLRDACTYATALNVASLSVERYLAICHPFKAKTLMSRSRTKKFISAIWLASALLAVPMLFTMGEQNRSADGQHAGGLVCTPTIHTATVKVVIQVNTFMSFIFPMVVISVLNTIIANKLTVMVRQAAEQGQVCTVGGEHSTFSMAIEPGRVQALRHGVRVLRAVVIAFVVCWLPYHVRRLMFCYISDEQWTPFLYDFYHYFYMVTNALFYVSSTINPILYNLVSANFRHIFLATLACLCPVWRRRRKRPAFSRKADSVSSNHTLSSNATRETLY
GPR35 arrestin U2OS: inhibition of zaprinast-stimulated GPR35 beta-arrestin translocation – imaging, U2OS, beta-arrestin-GFP, zaprinast agonist, primary screen (AID 2058). U2OS GPR35 beta-arrestin-GFP translocation imaging, zaprinast antagonism; higher % means a stronger effect. inhibition, % at 10 µM, or IC50 in µM where a hit was titrated. actives 0.052% (n = 290,000);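 active = inhibition of at least 50% with at least 30 cells and total cytoplasm GFP at most 10,000,000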
KOR beta-arrestin-1: KOR agonists, beta-arrestin recruitment, primary screen, cell-based, luminescence, uHTS (AID 1777). activation, % at 10 µM, or EC50 in µM where a hit was titrated. actives 0.02% (n = 280,000). KOR beta-arrestin recruitment, luminescence; higher % means a stronger effect; in the data active = activation above about 50%, passing the limit was not always enough; note: a part of the inactive calls stands beside numbers as strong as those of hits
GPR55 beta-arrestin: GPR55 agonists via beta-arrestin recruitment, primary screen, imaging, U2OS cells, beta-arrestin-GFP redistribution (AID 1961); activation, % at 10 µM, or EC50 in µM where a hit was titrated; actives 0.048% (n = 290,000); U2OS GPR55 beta-arrestin-GFP redistribution imaging; higher % means a stronger effect;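 active = activation above 40% with more than 50 cells counted in the well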;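 note: U2OS osteosarcoma cells stably expressing GPR55 and beta-arrestin-GFP; plate controls were DMSO negative control for no effect and LPI positive control for full effect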
KOR beta-arrestin-2: KOR antagonists, beta-arrestin recruitment, cell-based, luminescence, uHTS (AID 1778); KOR beta-arrestin recruitment, luminescence, antagonist mode; higher % means a stronger effect; inhibition, % at 10 µM; hits with a dose series show IC50 in µM; actives 0.091% (n = 290,000); in the data active = inhibition above about 50%; note: strong numbers were not always called active
T cell modulator: T cell immune modulators affecting CD8 T cell-vesicle binding | actives 0.068% (n = 330,000) | calls only at 7 µM | 2C CD8+ T cell-vesicle binding, flow cytometry; hits give low values | AID 2052;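 active = response, share of CD8 T cells binding vesicles, and their 90th percentile fluorescence all below set limits, cut at about 80% in these data, passing the limit was not always enough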
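Test system: purified 2C TCR transgenic mouse naive CD8+ T cells. Probe or stimulus: QL9-peptide-loaded Drosophila micro-vesicles bearing Ld, ICAM-1 and B7-1. Incubation: binding step 1.5 h, 37 °C, antibody labelling 20 min, ice. Measured by: flow cytometry of vesicle-bound cells.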
PhoP inhibition: PhoP-dependent GFP reporter repression – Salmonella Typhimurium, primary screen (AID 1863); actives 0.16% (n = 300,000); inhibition, % at 50 µM; hits with a dose series show IC50 in µM; S. Typhimurium PhoP-regulated promoter GFP reporter, 4 h; higher % means a stronger effect;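 active = inhibition over 29.93%, a cutoff 3 SD above the screen mean, later confirmed by dose response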;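 note: 0% = low Mg2+ inducing control and 100% = high Mg2+ repressing control; strong numbers were not always called active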
T cell modulator vesicle-bound %: second read-out of T cell modulator, no call of its own (marks repeat the call); double positive events, %; measured here: CD8+ vesicle-bound cell fraction;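 binding gate set so that unloaded-vesicle control wells show 10% double positive cells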
NTR1 ag cell count 20 µM: recorded beside NTR1 ag, whose call it bears; cell count; measured here: cell count, cytotoxicity flag
Numbers without * were called inactive; i = inactive; x = not tested or not shown; [ ] = remark or other dose.

SMILES	West Nile virus CPE	GPR55 antagonists	NTR1 ag	NTR1 ag cell count 20 µM	GPR35 arrestin U2OS	KOR beta-arrestin-1	GPR55 beta-arrestin	KOR beta-arrestin-2	T cell modulator	T cell modulator vesicle-bound %	PhoP inhibition
Cc1nn(-c2ccccc2)c(-c2ccccc2[N+](=O)[O-])c1C(=O)O	0.4%	-9%	-0.1	49	-6%	-4.2%	0.4%	-3%	i	26	-8%
COc1ccc(C(=O)Nc2ccnn2C2CCN(Cc3cn(C)nc3C)CC2)cc1	-0.3%	-4%	1.1	49	8%	1.7%	0.0%	-3%	i	70	0%
CC(=O)N(NC(=O)c1ccccc1Cl)C1CC(=O)N(c2ccc(C)cc2)C1=O (stereo unspecified)	-0.2%	16%	2.5	50	23%	-2.0%	0.2%	-25%	i	11	0%
COc1ccc(Cl)cc1NC(=O)CN(C)C(=O)C12CC3CC(CC(Cl)(C3)C1)C2	-1.1%	2%	3.6	55	3%	2.9%	-0.1%	-11%	i	2	-3%
COc1ccc(OCc2nnc(SCC(=O)Nc3ccc(C)cc3)o2)cc1	0.1%	5%	0.4	53	-2%	12%	0.3%	-32%	i	14	-3%
O=C(Nc1ccc2c(c1)OCCO2)c1ccccc1F	0.2%	-2%	0.0	51	-14%	-3.9%	-0.1%	-25%	i	57	2%
COc1cccc(OC)c1C(=O)N1CCNCC1	-0.5%	7%	-1.3	73	6%	2.2%	1.1%	-10%[20 µM]	i	55	-5%
COC(=O)C1=C(C(=O)OC)[C@@H]2N(C)c3ccc(OC)cc3[C@@]23C[C@@H](C(=O)OC)N(C(=O)c2ccco2)C3=N1	0.4%	x	1.0	62	x	x	x	x	i	46	-5%
CCc1cc(=O)oc2c(C)c(OCC(=O)NCCCN3CCCC3=O)ccc12	-0.4%	-20%	0.6	72	-14%	8.4%	-0.1%	-15%	i	48	-5%
CCCCCCCCC(=O)N1CCN(c2cc3c(cc2F)c(=O)c(C(=O)O)cn3CC)CC1	-0.6%	10%	5.8	92	6%	-0.4%	-0.1%	7%	i	14	2%
COc1cc2[nH]c3c(=O)n(CCN4CCOCC4)cnc3c2cc1OC	0.6%	3%	-1.3	65	8%	2.0%	-0.1%	13%	i	31	1%
N#Cc1c(C(F)(F)F)cc(-c2ccco2)nc1SCc1ccncc1	0.0%	9%	1.4	84	-15%	1.9%	-0.1%	-3%	i	39	-5%
O=C(CSc1nnc(-c2ccncc2)n1Cc1ccco1)N1c2ccccc2Sc2ccc(Cl)cc21	-0.4%	11%	5.5	48	0%	-5.7%	-0.2%	-12%	i	26	0%
NC(=O)/C=C\c1cn(-c2ccccc2)nc1-c1ccc2c(c1)OCCO2	0.3%	4%	4.2	44	-5%	0.0%	0.1%	x	i	15	-4%
Cn1cc(NC(=O)Nc2ccc(C(F)(F)F)cc2)c(C(F)(F)F)n1	0.0%	-11%	-0.3	41	3%	-1.7%	-0.1%	-7%	i	22	7%
O=C(c1cccc2ccccc12)C1CCCN(C(=O)CCc2cnccn2)C1 (stereo unspecified)	-1.1%	18%	0.5	73	12%	x	-0.1%	13%[20 µM]	i	41	6%
COC(=O)c1ccc(NC(=S)N2CCN(Cc3cccc(C)c3)CC2)cc1	0.6%	-20%	2.1	91	23%	-2.2%	1.2%	-6%	i	37	10%
O=C(NCCCSc1ccccc1)c1cc(Cl)ccc1O	-0.7%	-14%	1.5	64	14%	-1.5%	0.0%	-17%	i	3	5%
O=C(COc1ccc(Br)cc1CO)Nc1ccccc1	1.0%	3%	-1.8	55	3%	1.6%	-0.2%	14%	i	12	-2%
NC(=O)c1ccccc1OCC(=O)NS(=O)(=O)c1ccccc1	0.2%	9%	-1.3	64	-10%	1.0%	0.2%	-23%	i	7	-1%
COc1cccc(C(=O)N(C)C(C)c2nc3ccccc3s2)c1 (stereo unspecified)	-1.5%	-4%	-0.1	50	-1%	-3.4%	-0.2%	14%	i	2	7%
CCOc1cc(N2CCOCC2)c(OCC)cc1NC(=O)CSc1n[nH]c(N)n1	1.6%	15%	4.2	53	1%	-0.4%	-1.1%	-17%	i	13	4%
CC1CCC(NC(=O)C2c3ccccc3C(=O)N2Cc2cccs2)CC1 (stereo unspecified)	-1.3%	4%	-0.4	87	0%	0.9%	-0.4%	16%	i	53	35%
Cc1ccc(NC(=O)CNc2ccc(Cl)cc2F)cc1	-0.5%	0%	-0.7	29	-7%	1.4%	0.2%	-4%	i	52	-4%
Cc1ccc(S(=O)(=O)N/N=C\c2cccnc2)cc1	0.1%	-1%	-0.9	45	15%	3.9%	-0.1%	5%	i	66	-4%

Full records, quoted from the list.
Record of COc1ccc(Cl)cc1NC(=O)CN(C)C(=O)C12CC3CC(CC(Cl)(C3)C1)C2 → West Nile virus CPE = -1.1%; GPR55 antagonists = 2%; NTR1 ag = 3.6; NTR1 ag cell count 20 µM = 55; GPR35 arrestin U2OS = 3%; KOR beta-arrestin-1 = 2.9%; GPR55 beta-arrestin = -0.1%; KOR beta-arrestin-2 = -11%; T cell modulator = i; T cell modulator vesicle-bound % = 2; PhoP inhibition = -3%
Record of Cc1ccc(NC(=O)CNc2ccc(Cl)cc2F)cc1 → West Nile virus CPE = -0.5%; GPR55 antagonists = 0%; NTR1 ag = -0.7; NTR1 ag cell count 20 µM = 29; GPR35 arrestin U2OS = -7%; KOR beta-arrestin-1 = 1.4%; GPR55 beta-arrestin = 0.2%; KOR beta-arrestin-2 = -4%; T cell modulator = i; T cell modulator vesicle-bound % = 52; PhoP inhibition = -4%

The list goes on:
SMILES	West Nile virus CPE	GPR55 antagonists	NTR1 ag	NTR1 ag cell count 20 µM	GPR35 arrestin U2OS	KOR beta-arrestin-1	GPR55 beta-arrestin	KOR beta-arrestin-2	T cell modulator	T cell modulator vesicle-bound %	PhoP inhibition
O=C(NCCCn1ccnc1)C1CC2CCC1C2 (stereo unspecified)	-0.2%	8%	0.3	85	-13%	-0.3%	-0.1%	26%	i	23	-5%
Cc1ccc(/C=N/N2CCN(Cc3ccc(Cl)cc3)CC2)o1	-0.4%	7%	-0.5	32	10%	-0.1%	-0.2%	16%	i	55	-8%
C/C(O)=C\c1nc2ccccc2oc1=O	-0.5%	26%	0.2	62	11%	1.4%	-0.1%	-28%	i	47	2%
O=C(c1cccc(C(F)(F)F)c1)C1CCCN(C(=O)CCn2cnnn2)C1 (stereo unspecified)	-0.3%	5%	1.7	61	-1%	-0.5%	0.3%	4%	i	37	-2%
CC(C)c1ccc(/C=N/NC(=O)c2nnn(-c3nonc3N)c2CSC2=NCCS2)cc1	-0.6%	1%	16	79	x	-3.1%	-0.3%	-5%	i	38	0%
CC1CCCCN1CC(=O)Nc1sccc1C#N (stereo unspecified)	0.0%	-1%	-2.6	96	-1%	-7.2%	0.2%	20%	i	31	8%
CS(=O)(=O)N1CCN(C(=O)c2cc(-c3ccccc3)nc3ccccc23)CC1	0.9%	-1%	0.1	68	-7%	-7.4%	0.3%	-15%	i	37	7%
O=C(CN(c1cccc([N+](=O)[O-])c1)S(=O)(=O)c1ccccc1)N(Cc1ccccc1)Cc1ccccc1	0.1%	-9%	0.4	69	-9%	3.1%	0.1%	12%	i	41	19%
Cc1nc2sc(C(c3cccs3)N3CCN(c4ccccc4)CC3)c(O)n2n1 (stereo unspecified)	0.1%	8%	3.2	78	-9%	-5.2%	-0.1%	-19%	i	36	x
CC(=O)c1ccc(NC(=O)c2onc(C)c2Cl)cc1	0.7%	1%	-1.4	99	7%	1.2%	0.0%	-22%	i	50	10%
Cc1nnn(C23C[C@@H]4C[C@@H](CC(C(=O)N5CCN(c6ccccc6)CC5)(C4)C2)C3)n1	-0.5%	4%	0.3	47	-5%	3.2%	-0.1%	2%	i	15	-3%
CCNC(=O)CSc1nc2ccccc2c(=O)n1-c1cc(OC)ccc1OC	-0.3%	0%	2.6	57	-20%	6.3%	-0.4%	8%	i	59	4%
COc1ccc(C2N(C(=O)N3CCOCC3)CCN2S(=O)(=O)c2ccc(C)cc2)cc1 (stereo unspecified)	-1.1%	7%	0.2	51	13%	-0.5%	0.0%	9%	i	18	1%
C=CCOc1cccc(C2NC(=O)c3ccccc3O2)c1 (stereo unspecified)	0.1%	-6%	1.3	56	15%	8.6%	-0.3%	-54%[20 µM]	i	65	4%
Cc1ccc(C)c(NC(=O)CCC(=O)OC(C(=O)c2ccccc2)c2ccccc2)c1 (stereo unspecified)	0.1%	36%	-1.0	68	-11%	-2.4%	-0.1%	31%	i	36	5%
CCCCC(CC)C(=O)Nc1ccccc1C#N (stereo unspecified)	-0.6%	15%	-1.0	86	10%	-2.1%	-0.1%	22%	i	34	6%
COc1ccccc1N1CCN(/N=C/C=C/c2ccccc2[N+](=O)[O-])CC1	0.1%	6%	5.3	51	-8%	-3.5%	0.2%	-12%	i	22	-10%
O=C(c1ccc(=O)[nH]n1)N1CCN(S(=O)(=O)c2ccc3ccccc3c2)CC1	-1.0%	8%	1.4	62	-9%	3.5%	-0.6%	-34%	i	53	-4%
Cc1ccc(S(=O)(=O)NC(=O)NCc2ccc(F)cc2)cc1	0.5%	-3%	-1.3	42	1%	-3.0%	-0.1%	-26%[20 µM]	i	40	-3%
O=C(c1ccco1)N1N=C(c2ccncc2)CC1(O)C(F)(F)F (stereo unspecified)	0.1%	3%	0.1	48	-3%	x	-0.1%	-13%[20 µM]	i	11	-3%
COc1ccc(OC)c(NS(=O)(=O)c2ccc(NC(C)=O)cc2)c1	0.4%	12%	-1.3	81	0%	-10%	-0.1%	-5%	i	15	1%
O=C(COC(=O)Cc1ccc(F)cc1)NCc1ccco1	-0.1%	3%	-2.5	52	-13%	-2.6%	-0.2%	24%	i	59	-2%
O=C(O)CC(NC(=O)CCC1CCCCC1)c1cc([N+](=O)[O-])ccc1Cl (stereo unspecified)	-0.1%	8%	-0.4	54	-17%	-5.9%	0.1%	17%	i	61	0%
CCOC(=O)CSc1nnc(-c2cccnc2)n1C	0.3%	6%	2.6	48	4%	x	0.3%	-19%[20 µM]	i	30	-5%
Cc1ccnc(Nc2nc(-c3ccccc3)cs2)c1	-1.3%	-1%	13	56	0%	-3.7%	0.3%	-36%	i	49	0%
CC1CCCCC12NC(=O)N(CC(=O)c1ccc[nH]1)C2=O (stereo unspecified)	1.1%	14%	-4.0	74	7%	-5.5%	0.0%	-23%	i	45	-14%
Cc1ccc(NCN2C(=O)C3CC=CCC3C2=O)cc1 (stereo unspecified)	-0.2%	7%	-0.1	41	5%	0.4%	0.4%	-41%	i	19	4%

Assay outcomes: PubChem BioAssay, several laboratories
